Hsp70 displacement: small molecules displacing fluorescent ligand from Hsp70 – biochemical, fluorescence polarization, primary screen (AID 583); Hsp70 fluorescence polarization probe displacement, mP; higher % means a stronger effect; one-dose displacement, % at 20 µM; IC50 in µM for titrated hits; hit rate 0.06% among 140,000; in the data active means displacement above about 50%;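 further: plate controls were vehicle for no effect and reference ligand for full effect; a part of the inactive calls stands beside numbers as strong as those of hits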
MKP-3 inhibition: inhibition of rat DUSP6 enzyme activity – biochemical, in vitro, primary screen (AID 425) | recombinant MKP-3 phosphatase activity, fluorescence; higher % means a stronger effect | inhibition, % at 20 µM; hits with a dose series show IC50 in µM | hit rate 0.17% among 110,000; in the data active means inhibition above about 50%;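 further: plate controls were vehicle for no effect and reference inhibitor for full effect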
An asterisk follows results filed as active; . = no result given; & = joins results of further samples. This is a subset; count on the stated rates, not on these rows.

Hsp70 displacement	MKP-3 inhibition	canonical_smiles
0.3%	0%	CN1CCN(Cc2cc(COCc3ccccc3)c3cccnc3c2O)CC1
-5.5%	-16%	CC(C)(C)n1nnnc1C(c1cccc(C#N)c1)N1CCCc2ccccc21 (centres undefined)
7.0%	0%	CN1C(CC(=O)Nc2ccc(Br)cc2)c2ccccc2CC1(C)C (centres undefined)
-1.2%	1%	COc1ccc(Cl)cc1C(=O)Nc1cc(C)cc(C)n1
-5.2%	2%	COc1ccc(C2C3C(=O)N(c4ccc(Br)cc4)C(=O)C3N3CCCN23)cc1 (centres undefined)
7.6%	7%	OC1CCCN(c2c3c(nc4cc(-c5cccc(Cl)c5)nn24)CCC3)C1 (centres undefined)
-0.2%	-5%	COc1ccc(C(C)NC(=O)c2ccc(OC)c(OC)c2)cc1 (centres undefined)
-3.9%	-7%	Cc1ccc(N(C(C)C(=O)Nc2ccc3c(c2)OCO3)S(C)(=O)=O)cc1 (centres undefined)

Individual results from the entries so far:
Reading for `COc1ccc(C(C)NC(=O)c2ccc(OC)c(OC)c2)cc1` (centres undefined) under Hsp70 displacement: -0.2%
Reading for `COc1ccc(Cl)cc1C(=O)Nc1cc(C)cc(C)n1` under Hsp70 displacement: -1.2%

Six entries drawn at random from those above:
Hsp70 displacement	MKP-3 inhibition	canonical_smiles
-5.5%	-16%	CC(C)(C)n1nnnc1C(c1cccc(C#N)c1)N1CCCc2ccccc21 (centres undefined)
-1.2%	1%	COc1ccc(Cl)cc1C(=O)Nc1cc(C)cc(C)n1
7.6%	7%	OC1CCCN(c2c3c(nc4cc(-c5cccc(Cl)c5)nn24)CCC3)C1 (centres undefined)
7.0%	0%	CN1C(CC(=O)Nc2ccc(Br)cc2)c2ccccc2CC1(C)C (centres undefined)
0.3%	0%	CN1CCN(Cc2cc(COCc3ccccc3)c3cccnc3c2O)CC1
-0.2%	-5%	COc1ccc(C(C)NC(=O)c2ccc(OC)c(OC)c2)cc1 (centres undefined)

The list continues:
Hsp70 displacement	MKP-3 inhibition	canonical_smiles
6.3%	1%	O=C(CCS(=O)(=O)c1ccc(Br)s1)N1CCc2ccccc21
0.1%	-6%	CCOC(=O)c1ccc(CS(=O)c2ccc(Cl)cc2)o1 (centres undefined)
-3.4%	1%	CN(C)CCN1C(=O)C(=O)/C(=C(/O)c2ccccc2)C1c1ccc2c(c1)OCO2 (centres undefined)
-0.3%	-11%	CCOC(=O)C1(Nc2nccs2)Sc2ccccc2NC1=O (centres undefined)
-2.0%	0%	O=C(Nc1cc(Cl)cc(Cl)c1)c1cccnc1
4.7%	3%	O=C(Nc1ccc(Cl)c(Cl)c1)Nc1nnc(CCc2ccccc2)s1
0.5%	-4%	NC(=O)c1ccc(NC(=O)C2CCCC2)cc1
7.6%	-5%	CC(=O)N1CCc2cc(S(=O)(=O)NC(CC(C)C)C(=O)Nc3cc(C)ccn3)ccc21 (centres undefined)
1.9%	3%	COc1ccc(CCNC(=O)CSc2nc3ccccc3s2)cc1OC
-5.1%	.	O=C1Nc2cc(Cl)c(Cl)cc2N(O)N1c1ccc(Cl)c(Cl)c1
6.6%	.	Cc1ccc(S(=O)(=O)N2CCN(S(=O)(=O)c3ccccc3)C2c2ccc(N(C)C)cc2)cc1 (centres undefined)
1.1%	6%	CCOc1ccccc1N1CCN(C(=O)/C=C/c2ccc(C(C)(C)C)cc2)CC1
-4.0%	-5%	Cc1ccc(C)c2[nH]c(=O)c(CCNC(=O)C(C)(C)C)cc12
4.8%	.	CC(C)Cn1c(-c2ccccc2)nc2ccccc2c1=O
0.1%	-3%	CCn1c(SCC(=O)NCc2cccs2)nnc1-c1ccncc1
0.3%	6%	CCOC(=O)CSc1nc(N2CCOCC2)c2c(c1C#N)CC(C)(C)N(C)C2
2.4%	.	COC(=O)Cn1cccc1C(=O)c1ccccc1
-6.0%	-7%	Cc1nn(Cc2ccccc2)c(C)c1C(=O)OCC(=O)c1cc(C)n(C2CC2)c1C
0.3%	-2%	C=CCOc1ccc(Cl)cc1C=C1C(=O)NC(=O)NC1=O
2.7%	-6%	CC(=O)OCC(=O)[C@@]1(O)CC[C@H]2[C@@H]3CCC4=CC(=O)C=C[C@]4(C)[C@@]3(Cl)[C@@H](Cl)C[C@@]21C
0.4%	-4%	O=C(NCCCN1CCOCC1)c1ccc(CS(=O)(=O)c2cccc(C(F)(F)F)c2)o1
0.2%	4%	COc1ccc(/C(C)=N/N2C(=O)c3ccccc3C2=O)cc1
2.9%	-4%	Cc1c(C(=O)NCc2ccccc2Cl)oc2c1C(=O)CCC2
2.5%	-10%	O=C(CSc1ccc2nnc(-c3ccc(Cl)cc3)n2n1)N1CCCC1
3.5%	.	O=C(CCSCc1ccccc1Cl)N1CCN(c2cccc(Cl)c2)CC1
5.4%&0.8%	-4%&-1%	CCOc1ccccc1C(=O)Nc1nnc(CC)s1
3.7%	2%	O=C(O)COc1ccccc1/C=N/NC(=O)/C(=C\c1ccc2c(c1)OCO2)NC(=O)c1ccccc1
-8.4%	.	COc1ccc(C2OC34CCCCC3C(C#N)(C#N)C2(C#N)C(=N)O4)cc1 (centres undefined)
5.1%	-7%	Cn1c(=O)c2c(nc(NCc3ccco3)n2Cc2ccc(Cl)cc2Cl)n(C)c1=O
-3.8%	3%	CCOC(=O)CSc1nnc2c3ccccc3n(C)c2n1
-5.5%&-2.0%	-7%&0%	Nc1cc(N)c(OCC(F)(F)F)cc1OCC(F)(F)F
-8.0%	2%	O=c1[nH]cnc2c1C(c1ccc(Cl)cc1)c1c(nc[nH]c1=O)O2
-3.6%	.	CCC(=O)c1ccc(OC(=O)c2cccs2)cc1
1.2%	2%	CCOC(=O)c1c(NC(=O)c2nn3c(c2Cl)NC(c2cccs2)CC3C(F)(F)F)sc2c1CCC2 (centres undefined)
0.5%	8%	O=C(O)c1ccccc1NC1=C(Cl)C(=O)N(c2ccc(Cl)cc2)C1=O
-3.1%	2%	Cc1cc2ccccc2c(=O)n1CC(=O)NCC1COc2ccccc2O1 (centres undefined)
0.0%	3%	O=C(Cc1ccc(Cl)cc1)NCc1cccnc1
-4.1%	-1%	COc1ccc(-c2nc3ccccc3nc2N2CCOCC2)cc1
7.4%	3%	O=[N+]([O-])c1ccc2c(c1)C1C=CCC1C(c1ccc(Cl)cc1)N2 (centres undefined)
-0.6%	5%	Fc1ccc(NC(=S)Nc2ccc(Oc3ccccc3)cc2)cc1
1.6%	.	Cc1cc(O)cc(O)c1C(=O)Cc1cnn(-c2ccccc2)c1
0.0%	2%	O=C(/C=C/c1ccco1)Nc1ccc(Br)cn1
-2.9%	3%	CCOc1cccc2c1N(C(=O)c1ccc(OC)cc1)C(C)(C)C(=S)C2=C1SC(C(=O)OC)=C(C(=O)OC)S1
4.6%	1%	O=C1S/C(=C/c2ccccc2)C(=O)N1CNc1ccc(I)cc1
-0.6%	-1%	CCC(=O)Nc1cc(=O)[nH]c2ncnn12
4.7%	1%	CCOC(=O)c1cc2c3ccccc3n(CC)c2nc1N
8.1%	-11%	Cc1nc2cc3nc(C)sc3cc2s1
-0.1%	-9%	CCOc1ccc2nc(NS(=O)(=O)c3ccc4c(c3)n(C)c(=O)n4C)sc2c1

Given with values under each structure: five of the compounds above
Values run as follows: Hsp70 displacement, MKP-3 inhibition
O=C1S/C(=C/c2ccccc2)C(=O)N1CNc1ccc(I)cc1
    4.6%, 1%
CCC(=O)Nc1cc(=O)[nH]c2ncnn12
    -0.6%, -1%
CCOC(=O)c1cc2c3ccccc3n(CC)c2nc1N
    4.7%, 1%
Cc1nc2cc3nc(C)sc3cc2s1
    8.1%, -11%
CCOc1ccc2nc(NS(=O)(=O)c3ccc4c(c3)n(C)c(=O)n4C)sc2c1
    -0.1%, -9%

Going on with the list:
Hsp70 displacement	MKP-3 inhibition	canonical_smiles
3.0%	.	COC(CNC(=O)c1ccc2c(c1)nc(C)n2-c1ccc(F)c(F)c1)OC
3.0%	-10%	Cc1cc(C)c2c(CC(=O)O)coc2c1
8.2%	11%	O=C(NCc1ccco1)C1CC(=O)N(CCc2ccccc2)C1 (centres undefined)
-0.6%	2%	CSc1ccc(C(C(C(=O)c2cccs2)N2CCOCC2)N2CCOCC2)cc1 (centres undefined)
-4.4%	-1%	O=C(Cn1nc(-c2ccc(Cl)cc2)ccc1=O)NCCN1CCOCC1
-2.8%	0%	O=C1CC(c2ccc(Cl)cc2)CN1C(=O)Nc1ccccc1 (centres undefined)
3.4%	.	N#Cc1ccc(NC(=O)COC(=O)CNC(=O)C2CCCCC2)cc1
3.1%	-7%	Cc1ccc2c(Cl)cc(Cl)c(OCc3c(C)noc3C)c2n1
-4.9%	-6%	CCc1nnc(NC(=O)NCN2C(=O)C3C4C=CC(C4)C3C2=O)s1 (centres undefined)
-3.0%	-16%	CS(=O)(=O)N1CCN(C(=O)c2c(F)cccc2F)CC1
-1.1%	1%	Clc1ccc2nc(CSc3nnc(-c4c[nH]c5ccccc45)o3)cn2c1
-3.5%	-2%	CCOc1ccc(C2N(Cc3ccccc3)CCN2Cc2ccccc2)cc1
3.4%	-12%	CCCc1cc(C(=O)Nc2cccc(Cl)c2)no1
-5.8%	.	CCNC(=O)c1c(NC(=O)C2COc3ccccc3O2)sc2c1CCCC2 (centres undefined)
-0.2%	.	COC(=O)C1CCN(S(=O)(=O)c2ccc(OC)cc2)CC1
6.8%	-3%	COc1ccc(N(C)S(=O)(=O)c2ccc3c(c2)oc(=O)n3C)cc1
-2.7%	.	CCN(CC)C(=O)C1=C(C)Nc2nc3ccccc3n2C1c1cccc(OC)c1 (centres undefined)
3.9%	-6%	COC(=O)c1sc(S(=O)(=O)N2CCCCC2)c(C(=O)OC)c1C
-4.9%	-10%	Cc1cc(-c2ccccc2)nn1-c1nc2c(c(=O)[nH]c(=O)n2C)n1C
-1.1%	1%	CCn1c(SCC(=O)Nc2nc3ccc(OC)cc3s2)nnc1-c1ccoc1C
-1.7%	18%	O=c1c(=Nc2nn[nH]n2)c(=O)c2ccccc12
2.4%	1%	CCOCCOC(=O)C1=C(C)NC2=C(C(=O)CCC2)C1c1coc2ccc(C)cc2c1=O (centres undefined)
2.7%	.	COc1cccc(CN(CC(=O)NCC2CCCO2)C(=O)CNS(=O)(=O)c2ccccc2)c1 (centres undefined)
-2.8%	.	CCCn1c(NCc2ccccn2)nc2ccccc21
-6.8%	.	Clc1ccc(-c2csc(NNC3=NCCCCC3)n2)cc1
-2.5%	-6%	COc1cc(-c2cc(C(=O)N3CCN(c4ccccn4)CC3)c3ccccc3n2)cc(OC)c1OC
7.2%	.	CCOC(=O)c1cc(OC(=O)c2ccccc2Br)n(-c2ccccc2)n1
-4.5%	-16%	CCOC(=O)c1cc2sccc2n1CC(=O)N1CCCC1
4.6%	.	CCOC(=O)c1cnc(SC)nc1N
-5.3%	3%	O=[N+]([O-])c1ccc(OCC(O)CN2CCCCC2)cc1 (centres undefined)
1.4%	3%	O=C(c1nn2c(c1Cl)NC(c1cccs1)CC2C(F)(F)F)N1CCN(c2ccc(F)cc2)CC1 (centres undefined)
-1.8%	2%	O=C(N/N=C\c1cccc2ccccc12)C1CC(=O)N(c2ccc(F)cc2)C1 (centres undefined)
-0.5%	-1%	O=C(NNC(=O)c1cccc(Cl)c1)c1ccc(F)cc1
4.1%	1%	Cc1ccc2oc(-c3cccc(NS(=O)(=O)c4ccccc4)c3C)nc2c1
1.9%	-10%	CCOc1ccccc1N1CCN(Cc2cccc(OC)c2OC)CC1
9.9%	-11%	COc1ccccc1N1CCN(CC(O)COc2c(OC)cccc2OC)CC1 (centres undefined)
4.1%	-7%	CC(=O)c1ccc(S(=O)(=O)NCCCC(=O)NCCc2ccccn2)cc1
1.4%	20%	COc1ccc(-n2c(N)c(C(=O)NCc3ccco3)c3nc4ccccc4nc32)c(OC)c1
-0.6%	-1%	O=C(Nc1ccc(N2CCOCC2)c(Cl)c1)c1ccc(Br)o1
2.0%	4%	CC1=CC(C)C2(COC(c3ccc[n+](C)c3)OC2)C(C)C1 (centres undefined)
-2.5%	-1%	COC(=O)c1ccccc1NC(=O)c1cc([N+](=O)[O-])ccc1Cl
2.8%	0%	CN(CCN(C)/N=C/c1cc([N+](=O)[O-])ccc1O)/N=C/c1cc([N+](=O)[O-])ccc1O
-5.8%	-10%	CCOC(=O)c1nnn(-c2nonc2N)c1CN(C)Cc1ccccc1
1.0%	4%	CC(=O)Nc1ccc(-c2cc(NC(C)=O)n(C)n2)cc1
-3.1%	-3%	CCCC(=O)c1ccc(N2CCN(C(=O)c3ccc(F)cc3)CC2)c(F)c1
2.7%	4%	COCCCN1C(=O)C(=O)/C(=C(/O)c2ccc(OC(C)C)cc2)C1c1ccc(O)c(OC)c1 (centres undefined)
0.6%	0%	CN(CC(=O)NC1CCCCCC1)S(=O)(=O)c1ccccc1
-3.6%	-4%	CCOC(=O)N1CCN(C(=O)CN(c2ccc(Cl)c(C(F)(F)F)c2)S(C)(=O)=O)CC1
-2.5%	0%	CCOC(=O)c1ccccc1NC(=O)CN(c1cccc([N+](=O)[O-])c1)S(=O)(=O)c1ccccc1
0.2%	2%	CCOC(=O)c1c(NC(=O)c2cc(OC)c(OC)c(OC)c2)sc(C(=O)Nc2ccccc2C(F)(F)F)c1C
0.3%	4%	COc1ccc2c(C)c(C)c(=O)oc2c1C
-0.3%	4%	COc1ccccc1CNC(=O)CN1C(=O)C(C)N(c2ccc(C)cc2)C1=O (centres undefined)
0.2%	2%	CC(NC(=O)CN(c1ccc(Cl)cc1)S(C)(=O)=O)c1ccccc1 (centres undefined)
6.1%	3%	COCCNC(=O)C1CCCN(c2ncccn2)C1 (centres undefined)
3.8%	-2%	COC(C)(C)[C@]12CC(O)(c3ccccc3)ON1[C@H]1CCCCC1N2O (some centres undefined)
0.5%	-3%	CCC(C)Sc1nc2c(cnn2-c2ccccc2)c(=O)[nH]1 (centres undefined)
1.0%	-10%	O=C(COC(=O)c1ccccn1)Nc1ccccc1Cl
